# Source: PubChem (several laboratories)
# HIV fusion peptide: inhibitors of HIV fusion peptide binding, primary screen, biochemical, uHTS, fluorescence dequenching (AID 1986). actives 0.3% (n = 290,000). cell-free peptide binding, fluorescence dequenching, 30 min; higher % means a stronger effect. one-dose inhibition, % at 20 µM; IC50 in µM for titrated hits; in the data active means inhibition mostly above about 52%, no sharp cut-off; inactive means mostly below about 76%; further: some results filed as inactive read as strong as hits
# Dengue-2 NS5 capping: Dengue-2 NS5 methyltransferase inhibitors, primary screen, biochemical, confirmation dose response (AID 588689); Genome polyprotein (Dengue virus type 2 (strain 16681-PDK53)); Dengue-2 NS5 methyltransferase capping enzyme assay, biochemical; higher % means a stronger effect; inhibition, % at 25 µM; hits with a dose series show IC50 in µM; actives 0.3% (n = 340,000); in the data active means a potency from the dose series; inconclusive means inhibition above about 29% without an active follow-up result
# LYP phosphatase: inhibitors of LYP phosphatase, biochemical, fluorescence intensity, uHTS (AID 1779); Tyrosine-protein phosphatase non-receptor type 22 (Homo sapiens); recombinant LYP phosphatase, fluorescence intensity; higher % means a stronger effect; inhibition, % at 11.5 µM; hits with a dose series show IC50 in µM; actives 0.054% (n = 290,000);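 further: plate controls were vehicle with enzyme for no effect and no enzyme for full effect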
# XIAP antagonists: XIAP antagonists, biochemical, IAP family, fluorescence polarization (AID 1018) | displacement, % at 20 µM, or IC50 in µM where a hit was titrated | XIAP BIR domain, fluorescence polarization peptide displacement; higher % means a stronger effect | actives 0.007% (n = 200,000) | E3 ubiquitin-protein ligase XIAP (Homo sapiens); in the data active means displacement above about 50%; further: a part of the inactive calls stands beside numbers as strong as those of hits
# Hep lipid drop: inhibitors of hepatocyte lipid droplet formation, primary screen, imaging, high-throughput imaging, BODIPY stain | AML12 mouse hepatocytes, oleate lipid droplets | inhibition, % at 6.5 µM | actives 0.4% (n = 240,000) | AID 1656, 2009;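 active means lipid droplet intensity inhibited by at least 50%, with more than 500 cells counted; inconclusive means wells with under 300 cells, treated as cytotoxic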
#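 material = mouse AML12 hepatocyte cell line, fixed after treatment | also added = 100 µM oleic acid challenge | doses = compound at 6.5 µM only | schedule = overnight exposure | technique = Image-based BODIPY and DAPI two-channel analysis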
# AID2073: inhibitors of Mint1-CaV2.2 protein interaction, biochemical, HTRF (AID 2073) | Voltage-dependent N-type calcium channel subunit alpha-1B (Homo sapiens) | HTRF protein-protein interaction, Mint1-CaV2.2; higher % means a stronger effect | one-dose inhibition, % at 20 µM; IC50 in µM for titrated hits | actives 0.19% (n = 290,000); in the data active means inhibition mostly above about 51%, no sharp cut-off; inconclusive means no clear call, values can overlap the other calls; inactive means mostly below about 53%; further: some results filed as inactive read as strong as hits
# Myeloid diff 2: induction of myeloid progenitor differentiation, primary screen, cell-based, flow cytometry, MLPCN library. ER-HoxA9 myeloid progenitors, lysozyme-GFP differentiation. calls only at 10 µM. actives 1% (n = 360,000);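 active means normalized GFP-positive differentiation at or above the plate's own cutoff, the solvent-only control mean plus 3 SD; inconclusive means no clear call, values can overlap the other calls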;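 further: cells exposed to compound for four days before flow analysis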
# NOD2 inhibition: NOD2 signaling inhibitors, cell-based, luminescence, uHTS, HEK293 (AID 1566); inhibition, % at 4 µM, or EC50 in µM where a hit was titrated; HEK293 NOD2/NF-kB luciferase reporter, luminescence; higher % means a stronger effect; actives 0.63% (n = 290,000); further: many of its hits are not listed in these tables
# SIAH1 antagonists: Siah-1 peptide-binding antagonists, primary screen, biochemical, fluorescence polarization, rhodamine-plectin, uHTS (AID 1817); E3 ubiquitin-protein ligase SIAH1 (Homo sapiens); Siah-1 / rhodamine-plectin peptide fluorescence polarization; higher % means a stronger effect; displacement, % at 20 µM, or IC50 in µM where a hit was titrated; actives 0.02% (n = 290,000);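 active means displacement of at least 50% at 20 µM, with a fluorescence ratio check between 0.3 and a set limit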;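 further: plate controls were Siah plus tracer with DMSO for no effect and tracer alone without Siah for full effect; strong numbers were not always called active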
# Hep lipid drop cells 6.5 µM: recorded beside Hep lipid drop, whose call it bears; cell count; measured here: cell count, cytotoxicity flag;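 cells counted across two imaged fields per well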
# Dengue-2 NS5 capping pilot replicate: recorded beside Dengue-2 NS5 capping, whose call it bears; inhibition, %; measured here: pilot screen replicate inhibition
# Myeloid diff 2 GFP+ MAC1+ %: second read-out of Myeloid diff 2, no call of its own (marks repeat the call); GFP+ MAC1+ double positive, %; measured here: differentiation confirmed by MAC1 staining
# * = called active by the depositor; i = inactive; ? = inconclusive; . = no result given. Unless noted, no stated cut-off is given here; in the data, active means inhibition above about 50%; inactive means the rest. Not all compounds are listed; count on the stated rates, not on these rows.
SMILES,HIV fusion peptide,Dengue-2 NS5 capping,LYP phosphatase,XIAP antagonists,Hep lipid drop,Hep lipid drop cells 6.5 µM,AID2073,Myeloid diff 2,Myeloid diff 2 GFP+ MAC1+ %,NOD2 inhibition,SIAH1 antagonists,others
CC(=O)c1c(C)oc2ccc(N(C(C)=O)S(=O)(=O)c3cccc([N+](=O)[O-])c3)cc12,1.9%,-4%,-5%,-3.2%,10,717,23%,i,0.0,8%,6%,
C=CCNC(=O)c1cc(-c2ccc3c(c2)OCO3)on1,-1.0%,-2%,-12%,.,-17,853,-1%,i,0.4,-155%,4%,
COc1ncnc2c1N=C1CC(C)(C)CC(N)=C1S2,38%,?,3%,32%,0,673,4%,i,5.3,-8%,10%,
COc1ccc(OC(=O)c2cccc(S(=O)(=O)N3CCCC3)c2)cc1,-0.6%,0%,-6%,-0.3%,-1,745,1%,i,8.2,-18%,-5%,
O=C(NC1CCS(=O)(=O)C1)c1c(NC(=O)C2COc3ccccc3O2)sc2c1CCCC2 (centres undefined),2.0%,-7%,-7%,-0.4%,.,.,-14%,i,1.0,22%,2%,
CCn1c(=O)c2cc(C(=O)N(C)c3ccccc3F)sc2c2ccccc21,-1.6%,-4%,2%,.,0,709,8%,i,0.6,1%,10%,
O=C(Nc1ccc(Cl)cc1)C(Cl)C(=O)c1ccccc1 (centres undefined),5.6%,9%,-4%,.,7,878,9%,i,0.4,-67%,8%,
O=C(c1ccco1)N1CCN(c2ccc([N+](=O)[O-])cc2Cl)CC1,-0.1%,2%,-1%,.,14,662,-16%,i,0.4,-4%,3%,
COc1ccc(OC(C)c2nnc(N)s2)cc1 (centres undefined),-0.6%,-6%,-7%,-12%,-11,693,-17%,i,0.9,-4%,-2%,
CNC(=O)CSc1nc2c([nH]c3ccccc32)c(=O)n1CCOC,1.3%,0%,0%,-4.5%,13,678,15%,i,0.2,5%,0%,
Cc1nn(-c2ccccc2)c(C)c1/C=C1\C(=O)N(C)C(=S)N1C,1.9%,-3%,3%,-3.1%,4,685,2%,i,0.2,7%,-4%,
CC(CCN1CCN(c2ccccn2)CC1)c1ccccc1 (centres undefined),1.4%,-5%,-4%,.,3,799,2%,i,0.2,-2%,8%,Dengue-2 NS5 capping pilot replicate=-3.0
COCC1CCN(Cc2cn[nH]c2-c2ccc(OC)cc2F)C1 (centres undefined),0.2%,-2%,-4%,-3.3%,-2,670,-6%,i,0.4,17%,-8%,
COc1ccccc1/C=C/C=C(\C#N)C(=O)NC(C)c1ccccc1 (centres undefined),0.2%,17%,-4%,.,7,832,3%,i,1.4,-38%,11%,
O=c1cc(-c2ccc(C3CCCCC3)cc2)[nH][nH]1,2.6%,-2%,-2%,-6.5%,2,649,17%,i,0.1,1%,-6%,
N#Cc1ccc(-c2csc(NNC(=O)c3ccc(Br)cc3)n2)cc1,13%,-2%,-4%,-2.4%,.,.,-9%,i,0.9,18%,2%,
Cc1ccc(Sc2c(CO)c(-c3ccccc3)nn2C)cc1,-0.3%,-1%,-5%,-8.9%,?,.,-3%,.,.,0%,1%,
O=C(NNc1ccccc1)C(=O)NNS(=O)(=O)c1ccc(CCCl)cc1,6.8%,-1%,-3%,.,-14,713,4%,i,0.1,4%,3%,
COc1ccc(NC(=O)c2nnn(CC(=O)Nc3ccc4c(c3)OCO4)c2N)cc1OC,4.3%,-10%,-1%,.,-20,723,10%,i,6.7,8%,1%,
O=C(O)c1cccc(Nc2ccc([N+](=O)[O-])cn2)c1,-0.8%,-3%,-10%,.,0,797,-2%,i,1.2,7%,-1%,
COc1ccc(/C=N/n2c(=O)[nH]c3c([nH]c4ccc(F)cc43)c2=O)cc1CN1CCCCC1,-0.7%,-2%,-2%,.,12,688,10%,i,0.3,9%,8%,
COc1ccc(/C=C2/S/C(=N/S(=O)(=O)Cc3ccccc3)NC2=O)cc1OC,9.8%,1%,3%,.,8,672,9%,i,0.8,-10%,13%,
O=C(NC1CCCc2ccccc21)c1ccc(=O)[nH]c1 (centres undefined),-0.9%,5%,-7%,-7.8%,.,.,-11%,i,0.4,13%,-2%,
CC1(C)Cc2c(ccc3ccccc23)C2=C(C(=O)N3CCCC3)C(=O)C(=O)N21,-1.0%,-1%,-2%,-1.8%,6,701,-8%,i,0.4,53%*,-2%,
O=C(NCc1ccc2c(c1)OCO2)C(=O)NCC1OCCN1S(=O)(=O)c1ccccc1 (centres undefined),1.1%,-6%,-4%,.,-6,685,17%,i,0.7,-2%,2%,

# Random excerpt: 6 records from the list, in no set order.
SMILES,HIV fusion peptide,Dengue-2 NS5 capping,LYP phosphatase,XIAP antagonists,Hep lipid drop,Hep lipid drop cells 6.5 µM,AID2073,Myeloid diff 2,Myeloid diff 2 GFP+ MAC1+ %,NOD2 inhibition,SIAH1 antagonists,others
O=C(NC1CCS(=O)(=O)C1)c1c(NC(=O)C2COc3ccccc3O2)sc2c1CCCC2 (centres undefined),2.0%,-7%,-7%,-0.4%,.,.,-14%,i,1.0,22%,2%,
COc1ncnc2c1N=C1CC(C)(C)CC(N)=C1S2,38%,?,3%,32%,0,673,4%,i,5.3,-8%,10%,
O=c1cc(-c2ccc(C3CCCCC3)cc2)[nH][nH]1,2.6%,-2%,-2%,-6.5%,2,649,17%,i,0.1,1%,-6%,
O=C(O)c1cccc(Nc2ccc([N+](=O)[O-])cn2)c1,-0.8%,-3%,-10%,.,0,797,-2%,i,1.2,7%,-1%,
Cc1nn(-c2ccccc2)c(C)c1/C=C1\C(=O)N(C)C(=S)N1C,1.9%,-3%,3%,-3.1%,4,685,2%,i,0.2,7%,-4%,
O=C(NCc1ccc2c(c1)OCO2)C(=O)NCC1OCCN1S(=O)(=O)c1ccccc1 (centres undefined),1.1%,-6%,-4%,.,-6,685,17%,i,0.7,-2%,2%,

# In the list so far, three contain fluorine:
SMILES,HIV fusion peptide,Dengue-2 NS5 capping,LYP phosphatase,XIAP antagonists,Hep lipid drop,Hep lipid drop cells 6.5 µM,AID2073,Myeloid diff 2,Myeloid diff 2 GFP+ MAC1+ %,NOD2 inhibition,SIAH1 antagonists,others
CCn1c(=O)c2cc(C(=O)N(C)c3ccccc3F)sc2c2ccccc21,-1.6%,-4%,2%,.,0,709,8%,i,0.6,1%,10%,
COCC1CCN(Cc2cn[nH]c2-c2ccc(OC)cc2F)C1 (centres undefined),0.2%,-2%,-4%,-3.3%,-2,670,-6%,i,0.4,17%,-8%,
COc1ccc(/C=N/n2c(=O)[nH]c3c([nH]c4ccc(F)cc43)c2=O)cc1CN1CCCCC1,-0.7%,-2%,-2%,.,12,688,10%,i,0.3,9%,8%,

# New compounds follow.
SMILES,HIV fusion peptide,Dengue-2 NS5 capping,LYP phosphatase,XIAP antagonists,Hep lipid drop,Hep lipid drop cells 6.5 µM,AID2073,Myeloid diff 2,Myeloid diff 2 GFP+ MAC1+ %,NOD2 inhibition,SIAH1 antagonists,others
O=C(CN1CCN(c2ccccn2)CC1)N1c2ccccc2CCc2ccccc21,-1.0%,-8%,-5%,-3.5%,-29,729,-3%,i,1.0,13%,4%,Dengue-2 NS5 capping pilot replicate=-7.0
COC(=O)N/N=C/c1cc(Cl)cc(Cl)c1OCc1ccccc1F,4.6%,3%,-3%,-12%,9,642,-7%,i,0.7,4%,1%,
C=CCNC(=O)Nc1ccc(OCC)cc1,-1.7%,-6%,0%,-0.8%,13,655,-3%,i,4.3,-2%,-2%,
Cc1ccc(N(NC(=O)C(O)(c2ccccc2)c2ccccc2)C(=O)CCl)cc1,-3.1%,-3%,-4%,-8.6%,-10,645,0%,i,0.7,11%,-6%,
O=C(O)CC12CC3CC(C1)CC(n1ncc(NCc4ccccc4Cl)c(Cl)c1=O)(C3)C2,-0.6%,2%,5%,.,3,715,16%,i,0.6,3%,2%,
CCOC(=O)C1(Cc2cccc(OC)c2)CCN(Cc2cccc3cnccc23)CC1,-0.5%,-1%,-6%,-7.3%,-30,734,-1%,i,0.9,1%,-4%,
Oc1ccc(CN2CCCc3ccccc32)c2cccnc12,-3.7%,-1%,-1%,-0.4%,2,681,-10%,i,0.5,2%,-4%,
COc1cccc(NC(=S)NC(=O)c2c(Cl)c(C)nn2C)c1,4.3%,-9%,7%,-7.8%,-5,738,-12%,i,0.7,-4%,-9%,
COCCn1c(N2CCN(c3ccc(OC)cc3)CC2)nc2c1c(=O)n(C)c(=O)n2C,1.6%,-2%,-6%,-6.0%,.,.,6%,i,0.5,-17%,2%,
O=C(O)CC(NC(=O)C12CC3CC(CC(C3)C1)C2)c1cc([N+](=O)[O-])ccc1Cl (centres undefined),-1.5%,-2%,-10%,-15%,6,729,-7%,i,1.1,8%,0%,
COc1ccc(C)cc1S(=O)(=O)N1CCC(C(=O)NCCc2ccccc2)CC1,1.1%,-10%,-1%,-6.1%,-33,602,0%,i,0.9,8%,5%,
COc1ccccc1N1CCN(CC(=O)c2c(C)[nH]c3ccccc23)CC1,0.3%,-1%,-1%,-5.7%,.,.,-5%,i,1.5,-10%,1%,
O=C(O)C1CC=CCC1C(=O)Nc1ccc(N2CCN(Cc3ccccc3)CC2)cc1 (centres undefined),0.3%,-4%,4%,-4.4%,-4,716,-4%,i,0.7,-35%,-8%,
O=C(NCC1CCN(Cc2cccc(Cl)c2)CC1)C1CCCN(c2ncnc3c2nc2n3CCCCC2)C1 (centres undefined),2.0%,-4%,-10%,.,-3,724,-3%,i,5.5,10%,-2%,
Cc1oc(-c2ccccc2Cl)nc1CS(=O)(=O)CC(=O)NCCN1CCOCC1,-0.3%,-4%,-8%,.,10,786,3%,i,3.0,11%,1%,
COc1ccc(C2C(C(=O)c3ccco3)=C(O)C(=O)N2CC2CCCO2)cc1OC (centres undefined),-1.1%,-11%,0%,.,-3,823,5%,i,2.2,-26%,-1%,
Cc1ccc(C(=O)COC(=O)C(C)N2C(=O)C3C4C=CC(C4)C3C2=O)cc1C (centres undefined),-0.4%,-4%,-3%,.,28,680,0%,i,0.6,11%,4%,
CCc1cccc(C)c1NC(=O)CN1C(=O)c2ccccc2S1(=O)=O,-1.5%,-4%,-7%,-9.2%,.,.,0%,i,0.9,6%,-4%,
Cc1ccc(NC(=O)c2cc(-n3cnnc3)ccc2Cl)c(C)c1,-0.2%,1%,-2%,-12%,-16,660,0%,i,0.5,16%,-4%,
C=CCNc1nc(NCCN2CCOCC2)nc(OC)n1,28%,-6%,1%,-3.1%,.,.,-12%,i,0.3,3%,-4%,
CN(CC(=O)N1CCN(c2ccccn2)CC1)S(=O)(=O)c1ccc(Cl)cc1,-0.1%,7%,1%,.,-33,761,-3%,i,0.7,-6%,-2%,
